# Bioassay records: PubChem BioAssay, several laboratories
# Dynein cargo inh = dynein cargo transport inhibition; z-score, hits read low; 0.47% of 220,000 active; AID 1381; 3617.4 mouse cells, GR-EGFP nuclear translocation imaging; test concentration mostly 20 µM; stimulated with dexamethasone, 1 µM; hits give low values;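 active means plate z-score of nuclear minus cytoplasmic receptor signal below a set negative limit, without overly bright fluorescence or cell loss, cut at about -3.5 in these data, passing the limit was not always enough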;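 further: z-score of nuclear minus cytoplasmic ring GR-EGFP intensity difference per well; some compounds called inactive have numbers as strong as hits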
#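 Buffer or medium – tet-free medium with charcoal-stripped serum · Signal – automated 10x imaging of fixed Hoechst-stained cells · Also added – dexamethasone agonist, 1.0 µM final, for 30 min · Incubation – induction 48 h, compound 1 h, agonist 30 min · Read-out – GR-EGFP nuclear translocation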
# WT yeast gro inh = growth inhibition of WT yeast, mitochondrial fusion screen; 2.1% of 190,000 active; mitochondrial fusion phenotypic screen, WT strain; inhibition, % at 10 µM; in the data active means inhibition above about 58%; tested in S. cerevisiae
# XIAP displacement = XIAP antagonists, biochemical, IAP family, fluorescence polarization (AID 1018); displacement, % at 20 µM; hits with a dose series show IC50 in µM; 0.007% of 200,000 active; XIAP BIR domain, fluorescence polarization peptide displacement; higher % means a stronger effect; in the data active means displacement above about 50%; further: a part of the inactive calls stands beside numbers as strong as those of hits
# Lipid droplet = hepatic lipid droplet formation modulation | 0.4% of 240,000 active | inhibition, % at 6.5 µM | AID 1656 | AML12 mouse hepatocytes, oleate lipid droplets, BODIPY imaging;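 active means lipid droplet intensity inhibited by at least 50%, with more than 500 cells counted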
#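 Assay system: AML12 hepatocytes (mouse) / Also added: 100 µM oleic acid challenge / Times: overnight treatment with compound plus oleate / Detection: high-content imaging of BODIPY-stained droplets and DAPI nuclei / Evaluation: % inhibition of lipid droplet signal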
# b-catenin transl = alters nuclear translocation of beta-catenin in HeLa cells | immunofluorescence imaging | nuclear translocation activity, % at 5 µM | 0.3% of 190,000 active | AID 1665;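 active means nuclear translocation activity above 50% at 5 µM, with a well cell count of 50 or more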;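 further: per-cell ratio of nuclear to cytoplasmic median beta-catenin stain intensity; plate controls were DMSO negative control for no effect and GSK-3 inhibitor IX positive control for full effect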
#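 Read-out: Nuclear/cytoplasmic beta-catenin signal ratio, % activation | Assay system: Human HeLa cell line | Times: 24 h compound exposure at 37°C, 5% CO2 | Signal: Fluorescence imaging of beta-catenin antibody stain plus DAPI | Dosing: 5 µM primary, 0.02–20 µM confirmation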
# ER stress rescue = rescue of cells from ER stress-induced death, primary screen, 384-well, CSM14.1, thapsigargin, ATP luminescence (AID 1222). 190,000 tested, under 10 active. one-dose cellular ATP content (survival), % at 20 µM; EC50 in µM for titrated hits. CSM14.1 thapsigargin-induced death rescue, ATP luminescence; higher % means a stronger effect;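 active means EC50 below 50 µM in the dose-response confirmation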;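 further: death triggered by thapsigargin at about 15 µM added after 2 h compound pretreatment; cell ATP read after overnight thapsigargin exposure of roughly 18 to 22 hours; normalized against plate controls of thapsigargin alone and 5% DMSO vehicle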
# MT stabilize HCS = stabilizes microtubules in HeLa cells. HeLa tubulin immunostaining HCS, 24 h; share of cells brighter than vehicle mean+2SD. % tubulin-high responders, % at 10 µM. 0.83% of 200,000 active. AID 2205;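 active means plate Z-score above 3 for both tubulin-high and condensed-nucleus cell shares, with cell loss under 80%, at 10 µM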;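 further: anti alpha tubulin signal scored within the nucleus-defined area of each cell; some results filed as inactive read as strong as hits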
# Autophagy mod = alters autophagy in cells. MEF GFP-LC3 puncta imaging; test concentration mostly 10 µM. calls only at 10 µM (by protocol). AID 463193. 0.98% of 190,000 active;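 active means percentage of spot-positive cells more than 3 SD above its plate mean, without a fluorescence outlier flag or 80% toxicity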;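 further: spot-positive cell cutoff set from DMSO-treated cells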
# Insulin prom up = MIN6 insulin promoter up-regulation; AID 1625; 0.3% of 190,000 active; MIN6 insulin promoter-GFP reporter, high-content imaging; hits give high values; z-score at 5 µM;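 active means z-score above 3 at 5 µM with at least 500 cells counted in the well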
# WT yeast gro inh mutant strain = recorded beside WT yeast gro inh, whose call it bears; inhibition, %; mitochondrial fusion phenotypic screen, mutant strain inhibition
# Dynein cargo inh cytoplasmic EGFP = further read-out of Dynein cargo inh, marked with its call; z-score; measured here: cytoplasmic GR-EGFP intensity; hits give high values
# Dynein cargo inh nuclear GR-EGFP = recorded beside Dynein cargo inh, whose call it bears; z-score; measured here: nuclear GR-EGFP intensity;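 lower value marks the stronger effect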
# Dynein cargo inh cell count = second read-out of Dynein cargo inh, no call of its own (marks repeat the call); z-score; measured here: cell count per field
# Insulin prom up cell count = further read-out of Insulin prom up, marked with its call; cell count; measured here: cytotoxicity, nuclei count;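 total cells summed across four imaged fields per well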
# Lipid droplet cells 6.5 µM = also measured in Lipid droplet; calls as there; cell count; measured here: cell count, cytotoxicity flag;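 cells counted across two imaged fields per well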
# b-catenin transl cell count 5 µM = second read-out of b-catenin transl, no call of its own (marks repeat the call); cell count; measured here: cell count, cytotoxicity flag
# MT stabilize HCS Hoechst-high % = recorded beside MT stabilize HCS, whose call it bears; % Hoechst-high responders; measured here: nuclear condensation Hoechst responders;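 share of cells brighter than vehicle mean plus two SD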
# MT stabilize HCS cytotoxicity % = also measured in MT stabilize HCS; calls as there; toxicity, %; measured here: cytotoxicity by cell density;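 0% = mean cell density of plate MIN control wells and 100% = no cells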
# Autophagy mod cell loss 18 h = further read-out of Autophagy mod, marked with its call; toxicity, %; measured here: cell loss, nuclei count;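 cell loss after 18 h compound exposure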
# The depositor's hits bear a star; i = inactive; · = no result given; + = active, no number. Random draw from the library; overall some 4% were active at least once.
SMILES,Dynein cargo inh,Dynein cargo inh cytoplasmic EGFP,Dynein cargo inh nuclear GR-EGFP,Dynein cargo inh cell count,WT yeast gro inh,WT yeast gro inh mutant strain,XIAP displacement,Lipid droplet,Lipid droplet cells 6.5 µM,b-catenin transl,b-catenin transl cell count 5 µM,ER stress rescue,MT stabilize HCS,MT stabilize HCS Hoechst-high %,MT stabilize HCS cytotoxicity %,Autophagy mod,Autophagy mod cell loss 18 h,Insulin prom up,Insulin prom up cell count
C/C(=N/N=C(/N)SCc1ccccc1)C(C)(C)C,-0.22,-0.26,-0.0029,-0.012,-2,4,-5.5%,1,648,-5.0,1156,1.9%,4.9,2.0,8.0,i,20,0.34,1576
CC(C)c1ccc2[nH]c3c(c2c1)CCCC3=O,0.64,-0.21,0.069,0.011,-4,-29,-4.8%,4,644,1.1,878,0.8%,3.4,2.6,2.4,i,6,1,1158
C=CCn1c(=N)n(CC(=O)O)c2ccccc21,0.98,-0.094,1,-1.4,0,11,-3.3%,·,·,-7.2,1026,2.2%,5.8,2.3,10,i,22,-0.41,1474
O=C(/C=C/c1nc2ccccc2s1)N1CCCCCC1,-0.73,-0.24,-0.45,0.089,-7,-29,-4.7%,0,705,0.2,1112,-1.9%,3.0,1.5,3.6,i,1,-0.2,1238
Cc1ccc(OCCN2CCN(CC(O)Cn3c4ccccc4c4ccccc43)CC2)cc1 (stereo not drawn),-0.17,-0.28,-0.22,2.4,86,89,-0.9%,11,670,0.4,990,6.8%,4.4,2.4,15,i,10,0.05,1264
CCC(=O)N(CC(=O)Nc1sc(C)c(C)c1C(N)=O)Cc1ccc(F)cc1,-0.19,-0.72,-0.38,-0.22,·,·,·,-23,759,0.8,1386,·,·,·,·,·,·,0.01,1115
CCN(CC)S(=O)(=O)c1ccc(N2CCOCC2)c(NC(=O)COc2ccccc2C#N)c1,0.52,-0.096,0.56,0.99,-3,8,-8.0%,-7,675,-3.9,1109,-1.0%,3.0,3.0,10,i,33,-0.55,1159
Cc1ccc(NC(=O)C(Nc2ccccc2)c2ccccc2)cc1 (stereo not drawn),-0.13,-0.01,0.4,-1.3,26,14,-4.5%,5,633,0.8,921,3.6%,1.3,0.9,6.7,i,-6,-0.13,1204
Cc1ccccc1S(=O)(=O)Nc1ncnc2scc(-c3ccccc3)c12,3,-0.12,1.1,-1.2,44,-28,-6.7%,-25,605,-0.7,952,-2.4%,3.4,3.9,9.8,i,-3,0.75,1278
CCOC(=O)c1ccc(NC(=O)NC2CC3CCC(C2)N3Cc2nnnn2C(C)(C)C)cc1 (stereo not drawn),-1.4,-0.32,-0.33,0.8,-4,-10,-16%,·,·,-5.9,949,-0.8%,2.4,1.9,16,i,14,-0.54,1163
C#CCOCCOCCOCCNc1nc(N2CCN(C(=O)[C@H]([C@@H](C)CC)n3cc([C@@H](N)CO)nn3)CC2)nc(N2CCN(C(=O)[C@H]([C@@H](C)CC)n3cc([C@@H](N)Cc4ccc(O)cc4)nn3)CC2)n1,-0.48,-0.24,0.077,-0.12,-9,0,-6.1%,11,745,-1.0,1177,-0.3%,3.1,1.3,6.8,i,12,1.3,1164
CC(=O)Nc1nonc1-c1nc2ccccc2n1Cc1nnc(C)o1,0.11,-0.17,0.077,-0.13,3,-6,-4.5%,·,·,-6.7,1078,2.7%,2.0,2.6,2.5,i,-9,0.05,1135
COc1ccccc1CN1CCNC(=O)C1CC(=O)NCCc1cnccn1 (stereo not drawn),-0.44,-0.28,-0.26,0.75,7,3,-6.8%,15,757,0.1,970,0.0%,2.2,1.7,2.1,i,-13,-0.92,1441
O=C1Nc2ccccc2/C1=N\c1sc2c(c1C(=O)Nc1ccccc1)CCCC2,0.43,-0.26,0.55,-0.28,12,3,-4.3%,20,710,-6.6,1221,-2.1%,3.8,2.0,6.9,+,-1.6*,-1.3,698
Cc1cc[n+](CC(=O)Nc2nc3ccccc3s2)cc1,-0.15,-0.42,-0.65,1.2,-5,-3,3.4%,10,651,0.1,1442,1.3%,3.0,2.2,2.7,i,-3,0,1398
O=C(CN1CCC(Cc2ccccc2)CC1)NC(=O)NCc1ccco1,0.37,-0.086,0.54,-0.3,20,0,-21%,·,·,-1.5,857,1.2%,2.4,3.8,5.8,i,3,0.97,1405
CC(Cc1c[nH]c2ccccc12)NC(=O)C1CCCNC1=O (stereo not drawn),0.17,-0.21,-0.12,0.19,14,0,-0.4%,·,·,-0.9,1202,1.6%,2.3,1.7,2.6,i,5,0.4,1011
Cc1ccccc1-c1nnnn1C1CCS(=O)(=O)C1 (stereo not drawn),-1.1,-0.1,-0.47,1.1,-3,5,-1.4%,·,·,-0.1,1502,0.4%,2.8,2.1,1.9,i,15,0.1,1517
CCNc1nc(SCCOc2ccc(Cl)cc2Cl)nc(N(C)C)n1,0.34,-0.37,0.11,-0.18,64*,8.4*,-3.9%,-34,672,-1.3,1083,0.0%,1.5,2.6,7.1,i,-15,-1.7,1277
COc1ccc(C(CNC(=O)c2cc(F)c(F)c(F)c2F)N2CCOCC2)cc1 (stereo not drawn),-0.27,-0.31,0.12,0.45,-13,-1,-8.2%,0,694,0.2,1035,-1.8%,3.4,2.6,8.5,i,2,0.08,1086
O=C(Nc1c(F)cc(F)cc1Br)c1cc(-c2ccco2)on1,-0.26,-0.17,-0.057,0.45,5,-16,-5.2%,·,·,1.3,1370,-1.4%,1.4,1.4,11,i,7,-0.72,1630
Cc1ccc(CNC(=O)Nc2cccs2)cc1,1.6,-0.12,1.1,-0.75,-12,-10,-1.8%,-2,731,·,·,-3.4%,5.9,1.6,2.7,i,3,-0.27,1272
C=CCSc1nn2c(=O)c3ccccc3nc2s1,-0.081,-0.026,0.15,0.27,-21,-7,-7.3%,·,·,0.5,1359,4.0%,1.3,1.5,5.4,i,0,-0.33,1687
O=C(COc1ccc2c(c1)CCC2)N1CCN(c2cccc(C(F)(F)F)c2)CC1,-0.78,-0.23,-0.15,0.18,13,1,-2.9%,-2,595,2.3,935,0.2%,1.6,2.5,6.7,i,10,-0.07,1300
CCC(C)(C)n1nnnc1C(c1cc2cc3c(cc2[nH]c1=O)OCO3)N1CCCCC1 (stereo not drawn),0.013,-0.21,-0.8,1.3,12,-4,-3.1%,·,·,0.5,1258,-0.9%,2.9,1.7,2.3,i,-2,-0.36,1635
CCc1ccc(CNC(=O)C2CC(=O)N(CCc3ccc(C)cc3)C2)cc1 (stereo not drawn),-0.79,-0.26,-0.4,0.99,11,10,-7.0%,-4,713,·,·,-0.5%,1.9,1.4,3.3,i,1,-1.3,813
COc1ccccc1/C=C/C(=O)OCC(=O)NCc1ccco1,-0.15,-0.13,0.099,0.62,8,22,-8.8%,-14,573,1.9,1012,-0.5%,3.6,2.0,5.8,i,-12,-0.29,1415
CCCCCc1cccnc1,0.67,-0.25,0.099,0.46,·,·,·,-2,762,-1.6,1146,·,·,·,·,·,·,-0.73,1194
Cc1nc2cc(-c3cccs3)nn2c(NCC(C)(C)CN(C)C)c1C,-0.55,-0.11,-0.74,0.97,16,3,-6.8%,-7,717,-0.5,969,-1.2%,1.6,1.7,7.4,i,-8,-1.1,1291
COc1ccc(Br)cc1CN1CCCCCCC1,0.56,0.0092,0.76,-1.9,4,-6,-4.8%,6,744,-1.9,517,-1.3%,4.8,2.4,1.6,i,-8,·,·
Cc1c(C(=O)N/N=C/c2ccc(N3CCOCC3)cc2)nc2ccccn12,0.44,-0.3,0.46,-0.36,-5,14,-2.1%,-5,710,0.8,1071,-0.8%,3.6,2.9,15,i,1,0.56,1288
O=C(NCCOc1ccccc1)C(=O)NCC1CCCO1 (stereo not drawn),0.6,-0.23,0.22,-0.6,6,2,-7.8%,7,732,-0.3,991,-0.4%,1.5,1.4,3.2,i,1,1.7,1457
CCOC(=O)N1CCC(N2CCCC(CO)(Cc3ccccc3C)C2)CC1 (stereo not drawn),-1,-0.16,-0.77,-0.43,27,37,-5.5%,-19,673,0.7,980,0.9%,1.9,3.1,2.7,i,-11,0.41,1408
CC(C)Sc1oc(-c2ccco2)nc1S(=O)(=O)c1ccccc1,-0.38,-0.26,-0.21,0.32,3,3,-0.1%,-26,721,-0.5,1164,2.1%,4.3,3.0,7.4,i,0,·,·

# 2 of the compounds above, with values under each structure:
# Values in the order – Dynein cargo inh	Dynein cargo inh cytoplasmic EGFP	Dynein cargo inh nuclear GR-EGFP	Dynein cargo inh cell count	WT yeast gro inh	WT yeast gro inh mutant strain	XIAP displacement	Lipid droplet	Lipid droplet cells 6.5 µM	b-catenin transl	b-catenin transl cell count 5 µM	ER stress rescue	MT stabilize HCS	MT stabilize HCS Hoechst-high %	MT stabilize HCS cytotoxicity %	Autophagy mod	Autophagy mod cell loss 18 h	Insulin prom up	Insulin prom up cell count
CCc1ccc(CNC(=O)C2CC(=O)N(CCc3ccc(C)cc3)C2)cc1 (stereo not drawn)
→ -0.79	-0.26	-0.4	0.99	11	10	-7.0%	-4	713	·	·	-0.5%	1.9	1.4	3.3	i	1	-1.3	813
COc1ccccc1/C=C/C(=O)OCC(=O)NCc1ccco1
→ -0.15	-0.13	0.099	0.62	8	22	-8.8%	-14	573	1.9	1012	-0.5%	3.6	2.0	5.8	i	-12	-0.29	1415
